Source: PubChem BioAssay
Anthrax LF inh2 – blocks Bacillus anthracis lethal factor protease. P15917. multiplex microsphere protease cleavage assay, LF. inhibition, % at 10 µM. hit rate 0.12% among 360,000; also: plate controls were buffer without enzyme for full effect and enzyme alone for no effect
CCHF vOTU inh – CCHFV vOTU protease inhibition | Pep-AMC fluorescence | inhibition, % at 11.5 µM | hit rate 0.55% among 370,000 | AID 651958; in the data active = inhibition above about 30%; also: 0% = vehicle wells with enzyme and 100% = no enzyme wells
PfHsp40 rescue – restores yeast growth despite PfHsp40 toxicity; S. cerevisiae expressing PfHsp40, growth rescue, ATP luminescence; growth rescue, % at 12.5 µM; hit rate 0.68% among 340,000; in the data active = growth rescue above about 28%, passing the limit was not always enough; inconclusive = no clear call, values can overlap the other calls;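 also: yeast W303a lacking pdr1 and pdr3 grown in galactose medium; growth measured after three days at 30 °C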
FadD28 binding – blocks FadD28 binding to the bisubstrate probe | fluorescence polarization | inhibition, % at 12.5 µM | hit rate 0.22% among 360,000 | AID 588549; in the data active = inhibition above about 8.5%, passing the limit was not always enough; inconclusive = no clear call, values can overlap the other calls
BoNT-F LC inh – blocks Botulinum neurotoxin F light chain protease; Multiplex microsphere protease cleavage assay, flow cytometry; hit rate 0.22% among 360,000; inhibition, % at 10 µM; AID 588497; in the data active = inhibition above about 35%, passing the limit was not always enough; inconclusive = no clear call, values can overlap the other calls; also: plate controls were buffer without enzyme for full effect and enzyme alone for no effect
PrPC TRFRET – reduces human prion protein on the cell surface; inhibition, % at 13.8 µM; cell surface PrPC, TR-FRET read-out; P04156; hit rate 0.43% among 370,000; in the data active = inhibition above about 24%; also: 0% = median of the test wells and 100% = reference compound wells
Y pestis TopoI – Y. pestis Topo-I inhibition via cleavage products | Y. pestis Topo-I cleavage product accumulation, plate reader | activity, % at 10 µM | hit rate 0.064% among 360,000 | AID 504884; in the data active = activity above about 50%, passing the limit was not always enough; inconclusive = no clear call, values can overlap the other calls; also: inactives centre near 2
BoNT A protease – blocks Botulinum neurotoxin A light chain protease. multiplex microsphere protease substrate cleavage, flow cytometry. inhibition, % at 10 µM. hit rate 0.17% among 360,000; also: plate controls were buffer without enzyme for full effect and enzyme alone for no effect
TcdB GH inh – TcdB glycohydrolase inhibition; TcdB glycohydrolase enzymatic assay, plate reader; inhibition, % at 9.99 µM; AID 652162; hit rate 0.24% among 350,000; P18177; in the data active = inhibition above about 10%
Target sequence (P18177 whole entry, looked up): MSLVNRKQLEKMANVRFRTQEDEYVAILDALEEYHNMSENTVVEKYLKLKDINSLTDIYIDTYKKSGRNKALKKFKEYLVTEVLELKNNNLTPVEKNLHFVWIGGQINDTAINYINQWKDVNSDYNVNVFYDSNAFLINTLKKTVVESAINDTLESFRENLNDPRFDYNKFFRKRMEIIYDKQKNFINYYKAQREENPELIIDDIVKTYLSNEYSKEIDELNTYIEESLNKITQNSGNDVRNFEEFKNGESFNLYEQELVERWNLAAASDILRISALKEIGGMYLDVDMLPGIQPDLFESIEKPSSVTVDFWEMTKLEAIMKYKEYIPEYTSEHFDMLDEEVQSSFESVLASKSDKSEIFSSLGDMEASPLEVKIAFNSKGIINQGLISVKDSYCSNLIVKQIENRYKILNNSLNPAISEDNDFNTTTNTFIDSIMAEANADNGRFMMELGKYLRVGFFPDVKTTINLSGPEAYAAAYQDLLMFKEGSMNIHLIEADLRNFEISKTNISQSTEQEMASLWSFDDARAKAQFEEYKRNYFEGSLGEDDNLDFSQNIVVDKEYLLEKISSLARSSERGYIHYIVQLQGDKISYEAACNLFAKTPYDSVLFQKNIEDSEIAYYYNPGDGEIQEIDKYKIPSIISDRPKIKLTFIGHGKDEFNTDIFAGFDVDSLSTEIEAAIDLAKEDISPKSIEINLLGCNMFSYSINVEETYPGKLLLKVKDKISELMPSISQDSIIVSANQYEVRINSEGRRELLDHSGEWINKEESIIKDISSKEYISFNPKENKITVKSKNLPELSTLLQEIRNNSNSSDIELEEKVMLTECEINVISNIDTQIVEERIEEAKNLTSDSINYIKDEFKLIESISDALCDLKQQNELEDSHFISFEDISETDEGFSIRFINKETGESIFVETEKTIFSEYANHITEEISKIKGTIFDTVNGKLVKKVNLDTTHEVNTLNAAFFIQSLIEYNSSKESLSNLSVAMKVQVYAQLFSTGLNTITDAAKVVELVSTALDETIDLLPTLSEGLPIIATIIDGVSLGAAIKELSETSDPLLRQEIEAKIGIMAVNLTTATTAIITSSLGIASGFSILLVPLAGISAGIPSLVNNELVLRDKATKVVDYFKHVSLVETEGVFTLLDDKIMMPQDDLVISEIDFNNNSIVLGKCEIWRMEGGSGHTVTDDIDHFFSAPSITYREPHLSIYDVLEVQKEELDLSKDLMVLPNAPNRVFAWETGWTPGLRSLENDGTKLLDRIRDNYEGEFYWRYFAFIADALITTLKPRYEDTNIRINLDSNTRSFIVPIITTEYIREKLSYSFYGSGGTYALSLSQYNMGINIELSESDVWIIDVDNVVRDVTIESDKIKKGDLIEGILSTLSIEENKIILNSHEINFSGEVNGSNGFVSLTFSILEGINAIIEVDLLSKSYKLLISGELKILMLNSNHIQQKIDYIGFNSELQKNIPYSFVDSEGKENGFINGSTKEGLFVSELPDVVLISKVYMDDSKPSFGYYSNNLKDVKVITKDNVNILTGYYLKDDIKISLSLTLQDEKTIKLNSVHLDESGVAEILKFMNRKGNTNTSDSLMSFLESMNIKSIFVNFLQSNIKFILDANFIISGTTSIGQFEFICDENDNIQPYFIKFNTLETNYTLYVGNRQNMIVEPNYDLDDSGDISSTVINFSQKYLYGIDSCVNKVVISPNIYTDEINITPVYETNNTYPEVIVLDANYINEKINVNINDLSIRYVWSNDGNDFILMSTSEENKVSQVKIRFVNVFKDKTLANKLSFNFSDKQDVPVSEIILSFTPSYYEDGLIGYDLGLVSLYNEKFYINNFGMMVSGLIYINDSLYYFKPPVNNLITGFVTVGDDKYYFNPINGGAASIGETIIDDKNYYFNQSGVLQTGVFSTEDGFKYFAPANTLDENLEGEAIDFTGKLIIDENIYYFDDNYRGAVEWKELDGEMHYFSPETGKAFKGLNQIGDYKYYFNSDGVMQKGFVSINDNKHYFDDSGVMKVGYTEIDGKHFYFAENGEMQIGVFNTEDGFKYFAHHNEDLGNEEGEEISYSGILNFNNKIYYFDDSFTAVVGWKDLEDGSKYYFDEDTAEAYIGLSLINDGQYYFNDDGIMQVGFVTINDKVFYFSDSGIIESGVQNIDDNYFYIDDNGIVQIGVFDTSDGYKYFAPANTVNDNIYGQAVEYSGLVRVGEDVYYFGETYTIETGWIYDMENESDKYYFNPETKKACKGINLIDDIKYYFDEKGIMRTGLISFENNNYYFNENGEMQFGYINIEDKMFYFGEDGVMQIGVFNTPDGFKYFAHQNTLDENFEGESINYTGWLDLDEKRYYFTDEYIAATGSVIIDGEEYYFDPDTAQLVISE
* hit, by the source's call; ? = inconclusive; . = no result given. Rule as the data show it, unless noted: active = inhibition above about 30%; inconclusive = no clear call, values can overlap the other calls; inactive = below that.

Order of results – Anthrax LF inh2, CCHF vOTU inh, PfHsp40 rescue, FadD28 binding, BoNT-F LC inh, PrPC TRFRET, Y pestis TopoI, BoNT A protease, TcdB GH inh
CCc1nnc(NS(=O)(=O)c2ccc(NC(=O)Nc3ccc(OC)cc3)cc2)s1
→ -10, 0, -0.7, ?, -10, 6, -8, -1.2, 2.1
COc1ccc(OCC(N)=O)cc1
→ -5, -14, -0.6, -2.1, -4, 17, 3, 0.3, 1.0
COC(=O)c1ccccc1COn1c(=O)c[n+]([O-])c2ccccc21
→ 2, 3, 2.3, 0.5, -4, -3, -3, 1.0, .
Cc1nn(-c2ncc(C(F)(F)F)cc2Cl)c(=O)n1-c1ccccc1Cl
→ 0, 9, 0.4, -0.4, -21, 4, -5, -0.5, .
COc1ccc(-c2cc(C(=O)N3CCN(c4ccccc4O)CC3)c3ccccc3n2)cc1OC
→ -3, 7, -0.7, -10, -5, -2, 2, -0.4, 3.2
Cc1cccc(C)c1N(CC(=O)NCc1ccco1)C(=O)CNS(=O)(=O)c1ccc(F)cc1
→ 6, -10, 1.0, -2.3, 20, -4, 18, 1.8, 1.4
COc1cc(-c2n[nH]c(=S)n2-c2cc(C(F)(F)F)ccc2Cl)cc(OC)c1OC
→ 2, -12, 2.5, -4.3, 2, -6, 1, -0.2, .
NC(=O)c1ccsc1NC(=O)COC(=O)c1cc(=O)[nH]c2ccccc12
→ ., -3, -0.2, -1.0, ., 2, 1, ., 1.7
COC(=O)Cn1c(C)c(/C=C/c2cc[n+](C)cc2)c2ccccc21
→ -6, 5, -2.2, 0.0, ?, -23, 1, -3.2, 0.7
COc1ccc(Cc2nnc(SCC(=O)c3ccc4c(c3)OCO4)o2)cc1
→ -7, 2, 0.6, 1.0, -2, 3, 13, -5.9, 1.7
Cc1c(NC(=O)CSc2nnc(-c3cccc(Cl)c3)o2)c(=O)n(-c2ccccc2)n1C
→ 3, 1, -1.0, -2.2, 2, 2, -6, 0.3, .
CC1=CC(=C(C#N)c2nc3ccccc3s2)C=C(C)N1CC1CCCO1 (stereo not given)
→ 11, -10, 6.0, 3.3, -3, -13, -1, 13, -0.4
CC(C)N(CCNC(=O)C1CCC(=O)N1Cc1ccc(F)cc1)Cc1ccccc1 (stereo not given)
→ 2, 3, 0.2, -2.6, 0, -1, 1, -0.2, .
COc1cccc(CN2CCC(C(=O)NC(c3ccc4c(c3)OCO4)c3ccccn3)CC2)c1 (stereo not given)
→ -3, -8, ., -3.4, -6, -9, -7, 0.3, 0.9
O=C(CN(Cc1ccccc1Cl)C(=O)c1csnn1)NCc1ccccc1
→ 2, 11, 2.4, -2.3, -14, -10, 11, -2.2, 1.4
COc1ccc(CNC(=O)C2CCCN(S(=O)(=O)N3CC(C)CC(C)C3)C2)c(OC)c1 (stereo not given)
→ 1, 5, 0.9, -2.8, 2, 0, 22, 1.9, 2.2
CCCCC(C(=O)NC(C)c1ccccc1)C(=O)NC(C)c1ccccc1 (stereo not given)
→ 12, -6, -0.3, -1.1, 10, -5, 2, -5.4, 0.0
O=C(Nc1ccccc1F)Oc1cccc(OC(=O)Nc2ccccc2F)c1
→ -2, -6, -0.1, -0.5, 14, 6, -8, -0.4, 1.1
CCOP(=O)(OCC)C(Nc1ccc([N+](=O)[O-])cc1)c1ccc(Cl)cc1 (stereo not given)
→ -3, -3, -1.3, -0.2, 2, -10, 7, 0.5, 1.2
CCCCn1c(N)c(N(CCOC)C(=O)CN2C(=O)C3CCCCC3C2=O)c(=O)[nH]c1=O (stereo not given)
→ 1, 8, -0.6, -1.8, -1, 5, 2, -0.4, 0.7
NC(=O)c1c(Br)n(C2OC(CO)C(O)C2O)c2ncnc(N)c12 (stereo not given)
→ -7, 7, -1.6, -0.6, -3, 0, 3, 0.6, 0.9
CCOc1ccc(NC(=O)CN(C)C(=O)C2(c3ccccc3)CC2)cc1OCC
→ 4, 13, -0.9, -4.7, -18, 0, -4, -2.9, -0.9
Cc1ccc(N2C(=O)CC(Sc3ccccc3C(=O)O)C2=O)c([N+](=O)[O-])c1 (stereo not given)
→ -4, -10, 7.1, -0.4, -2, -8, 9, -0.2, -0.3
Cc1ccc(C(=O)NCCCNC(=O)c2ccc(C)nc2)cc1
→ -3, 16, -0.8, -3.3, -2, -3, 2, -0.5, 0.4
Clc1ccc2nc(N3CCN(c4ccccc4)CC3)sc2c1
→ -6, 12, -0.2, -3.9, 2, -1, 1, 0.4, .
Oc1ccc(N2CCN(C(c3cccnc3)c3nnnn3Cc3ccccc3)CC2)cc1 (stereo not given)
→ 0, -3, -0.4, 0.3, -1, -1, -14, -0.3, -6.8
CCc1nnc(NS(=O)(=O)c2ccc(NCc3cc(Cl)cc(Cl)c3O)cc2)s1
→ 1, 23, 2.5, 2.9, -10, -4, 12, -2.8, -3.7
CCOC(=O)c1nnn(-c2nonc2N)c1CN(C)C1CCCCC1
→ -4, 5, -1.2, -0.8, ?, -5, 1, -0.3, .
O=C(Cc1ccccc1)NS(=O)(=O)c1ccccc1
→ -1, -8, ., -0.1, -4, -3, ., 0.3, -0.1
CCCCSc1nc2ccccc2n1CC(=O)O
→ 0, 6, -0.8, -4.0, -5, 1, 0, 0.4, .

Carrying on:
Order of results – Anthrax LF inh2, CCHF vOTU inh, PfHsp40 rescue, FadD28 binding, BoNT-F LC inh, PrPC TRFRET, Y pestis TopoI, BoNT A protease, TcdB GH inh
Cc1cc(C(=O)Nc2ccccc2C(=O)O)ccc1NC(=O)COc1ccccc1Cl
→ 2, 4, 0.1, -8.3, -11, -5, 16, -1.1, -0.2
O=C(C1CCN(c2ccc(N3CCOCC3)nn2)CC1)N1CCc2ccccc2C1
→ -5, -25, 2.6, -1.0, -8, -9, 12, -0.9, 4.8
CCCn1cnc2c(c1=O)c1nc3ccccc3nc1n2CCc1ccccc1
→ 0, -27, -0.6, -2.5, 9, 1, -9, 1.6, .
NNC(=O)C1CCCn2c1nc1sc3c(c1c2=O)CCCC3 (stereo not given)
→ 1, 18, -0.4, ?, 0, 4, 20, 0.1, .
CC(C)CC(=O)N1CCN(Cc2ccccc2Br)CC1
→ 3, -9, -0.3, -0.6, ?, 4, 3, ?, 1.0
CN1CCN(C(=O)Cn2ncc3c([nH]c4ccccc43)c2=O)CC1
→ -2, 0, -0.7, -2.1, -1, 4, -4, -0.8, 2.4
COc1ccc(CNC(=O)C2CC(=O)N(c3ccc(OCC(=O)N4C(C)CCCC4C)cc3)C2)cc1 (stereo not given)
→ -1, 6, 0.9, -0.8, 5, 4, 5, 1.1, .
CCCn1c(C)cc(-c2csc(N)n2)c1C
→ -33, 2, 0.4, 0.2, -63, -1, -23, 1.2, .
Cc1oc(/N=C/c2ccccc2O)c(C#N)c1C
→ -3, -7, -0.4, 0.7, 0, 5, -3, 0.3, .
CC1=CC(C)C(=O)N(C)C(C)=C1 (stereo not given)
→ -2, -12, ., -2.1, -12, -2, 0, -0.6, -0.7
COC(=O)c1ccc(OCC(=O)c2ccccc2)cc1
→ -1, 8, -0.1, -1.1, 10, 11, 12, 0.7, .
COCCOc1cc(NCc2ccccc2)c2ncn(C(C)C)c2c1
→ -1, 6, -0.6, -1.6, -2, -13, 13, 0.1, 0.9
O=C(CCCC(=O)NN=Cc1ccccc1Cl)NN=Cc1ccccc1Cl
→ -5, 11, -1.2, -3.0, -8, -1, 21, -0.1, 4.5
Cc1nc2c(C)cccn2c1C(=O)N/N=C/c1ccccc1[N+](=O)[O-]
→ -8, -11, -1.2, 0.1, -4, -2, 3, 0.1, 0.2
Cc1cc2oc(=O)cc(CN3CCC(C)CC3)c2c(C)c1Cl
→ -12, 2, 1.1, -0.9, -2, 8, 6, -1.8, .
CCC(=O)Nc1cc(-c2nn3c(C)nnc3s2)ccc1C
→ 2, -7, 0.5, -3.9, 7, -4, 1, 1.4, .
O=S(=O)(Nc1nc(SCc2ccc(Cl)cc2)n[nH]1)c1ccccc1
→ ., 1, 1.0, -0.8, ., 13, 14, ., -0.2
COc1cccc(OC)c1OCC(O)CN1CCN(c2ccccc2)CC1 (stereo not given)
→ -1, 7, 0.1, -0.4, -12, -6, 13, -0.5, .
Cc1ccc(NC(=O)C2C(C(=O)O)C3C=CC2C32CC2)cc1 (stereo not given)
→ -9, 22, 1.9, -3.7, 1, 9, 6, 0.3, .
CC12C=CC3(CN(Cc4ccccc4)C(=O)C3C1C(=O)NC1CC1)O2 (stereo not given)
→ 1, -10, 0.3, -2.2, 1, 3, -1, 0.1, .
O=C(Nc1cccc2nsnc12)c1ccc2c(c1)OCCO2
→ -1, -9, 0.7, -4.2, 5, -15, 4, 3.2, .
CC1CCN(C(=O)c2[nH]cnc2C(=O)Nc2nccs2)CC1
→ 0, -2, -0.2, 0.4, -6, 3, 7, -0.2, -0.1
CCC(NC(=O)c1ccccc1NC(=O)c1ccccc1)C(=O)NNC(=O)c1cccnc1 (stereo not given)
→ 6, -3, 0.4, -4.1, ?, -3, -1, -6.7, 2.1
COc1ccc(NS(=O)(=O)c2cc(N)ccc2N2CCOCC2)cc1
→ 10, 17, -1.3, 1.0, 4, 2, 5, 2.3, -1.9
O=C(Nc1nn[nH]n1)c1cc(-c2ccc(Cl)c(Cl)c2Cl)nc2ccccc12
→ -6, -5, -0.3, -0.2, 0, 9, 5, -0.5, 0.7
COc1ccc(CNC(=O)C(c2ccccc2F)N(C(=O)c2csnn2)C2CC2)cc1 (stereo not given)
→ 13, 19, 0.5, -3.6, -9, -1, -3, -1.1, 0.9
COC(=O)C1=C(C)NC(=O)NC1c1ccc(-c2ccc(Cl)cc2)o1 (stereo not given)
→ 0, 9, 0.7, -2.3, -8, 0, 4, -1.0, 1.4
Cc1ccc(S(=O)(=O)N2CCCC2C(=O)NCc2ccccc2F)cc1 (stereo not given)
→ 3, -16, -0.8, -2.2, ?, 4, 2, -1.4, 0.4
CSc1nc2ccc(S(=O)(=O)Nc3c(C)n(C)n(-c4ccccc4)c3=O)cc2s1
→ 0, -14, -0.9, -1.3, -1, -3, 2, -2.0, .
COCCn1nnnc1CN(CCc1ccc(OC)c(OC)c1)Cc1cc2ccc(C)cc2[nH]c1=O
→ ., 2, -1.5, -1.5, ., -1, 21, ., .

The last two records of the part above come first, to join the parts:
Order of results – Anthrax LF inh2, CCHF vOTU inh, PfHsp40 rescue, FadD28 binding, BoNT-F LC inh, PrPC TRFRET, Y pestis TopoI, BoNT A protease, TcdB GH inh
CSc1nc2ccc(S(=O)(=O)Nc3c(C)n(C)n(-c4ccccc4)c3=O)cc2s1
→ 0, -14, -0.9, -1.3, -1, -3, 2, -2.0, .
COCCn1nnnc1CN(CCc1ccc(OC)c(OC)c1)Cc1cc2ccc(C)cc2[nH]c1=O
→ ., 2, -1.5, -1.5, ., -1, 21, ., .
Cc1nc2scc(C)n2c(=O)c1S(=O)(=O)NCc1ccccc1Cl
→ -3, -11, -0.5, -1.5, -3, -8, -8, 0.0, 0.8
Cn1cc(C(=O)C(=O)N2CCN(c3ccccc3)CC2)c2ccccc21
→ -9, -2, 1.1, 0.7, -7, 5, -6, -1.1, -2.9
O=C(COC(=O)COc1ccc(Cl)cc1Cl)NC1CC1
→ 10, 1, 0.8, -1.8, 6, 2, -1, -1.0, -0.4
COc1cccc(CNC(=O)CCC(=O)n2ncc3cc(C)ccc32)c1OC
→ -9, 4, -0.1, 1.1, -5, 5, -8, 0.7, 0.3
CC1=C(C(=O)N2CCOCC2)CC(CC(=O)NCCc2ccccn2)C(=O)N1CCC1=CCCCC1 (stereo not given)
→ 2, -8, ., -0.9, 2, -3, ., -0.4, 0.7
O=S(=O)(Nc1ncnc2c1oc1ccccc12)c1ccc(Cl)s1
→ 2, -7, 0.9, -3.2, -5, 6, -3, 0.3, .
CN1/C(=C\C(=O)COC(=O)CNC(=O)c2ccccc2F)C(C)(C)c2ccccc21
→ 1, 18, -1.3, 0.0, 0, -5, 11, -0.2, 0.8
CCOC(=O)C1CCCN(c2cc(C)nc3cc(-c4ccc(F)cc4)nn23)C1 (stereo not given)
→ 3, 20, 4.9, -1.3, -11, -6, 20, -0.9, .
CCOC(=O)N1CCN(C(=O)CNC(=O)C23CC4CC(CC(C4)C2)C3)CC1
→ ., 9, 0.8, 0.2, ., -6, -5, ., 0.4
CCN(CC)S(=O)(=O)c1cc(NC(=O)CNc2cccc(S(=O)(=O)N3CCOCC3)c2)ccc1C
→ ., 11, -0.3, -1.6, ., 18, 2, ., 2.4
CCOc1ccc(/C=C/C(=O)OCC(=O)Nc2cccc(S(=O)(=O)N3CCCC3)c2)cc1
→ -4, 8, 0.8, 0.6, -12, 2, 18, 0.3, 1.3
